Screening results (PubChem BioAssay)
IDE cell inh: inhibitors of human insulin-degrading enzyme in cells | HEK cells, FAbetaB cleavage, fluorescence polarization | inhibition, % at 5.59 µM | P14735 | 0.41% of 320,000 active;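 active means percent inhibition above the average of all tested compounds plus 3 SD, set per screening campaign, cut at about 16% in these data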;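 further: IDE supplied by intact live HEK cells; FP after avidin binding of uncleaved biotin substrate so inhibition keeps polarization high; 0% = DMSO wells and 100% = 60 µM reference IDE inhibitor Ii1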
pCIP destab: compounds decreasing mouse p/CIP protein stability. 0.01% of 290,000 active. Q05BA5. F442A p/CIP-EGFP cells, EGFP fluorescence, 16 h. decrease of EGFP signal, % at 10 µM;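 active means EGFP signal decrease of at least 30% at 10 µM or well 3 SD below plate mean, unless failing retest; inactive means the rest, including hits failing retest or dose response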; further: some compounds called inactive have numbers as strong as hits; many of its hits are not listed in these tables
Target sequence (Q05BA5 1-1403): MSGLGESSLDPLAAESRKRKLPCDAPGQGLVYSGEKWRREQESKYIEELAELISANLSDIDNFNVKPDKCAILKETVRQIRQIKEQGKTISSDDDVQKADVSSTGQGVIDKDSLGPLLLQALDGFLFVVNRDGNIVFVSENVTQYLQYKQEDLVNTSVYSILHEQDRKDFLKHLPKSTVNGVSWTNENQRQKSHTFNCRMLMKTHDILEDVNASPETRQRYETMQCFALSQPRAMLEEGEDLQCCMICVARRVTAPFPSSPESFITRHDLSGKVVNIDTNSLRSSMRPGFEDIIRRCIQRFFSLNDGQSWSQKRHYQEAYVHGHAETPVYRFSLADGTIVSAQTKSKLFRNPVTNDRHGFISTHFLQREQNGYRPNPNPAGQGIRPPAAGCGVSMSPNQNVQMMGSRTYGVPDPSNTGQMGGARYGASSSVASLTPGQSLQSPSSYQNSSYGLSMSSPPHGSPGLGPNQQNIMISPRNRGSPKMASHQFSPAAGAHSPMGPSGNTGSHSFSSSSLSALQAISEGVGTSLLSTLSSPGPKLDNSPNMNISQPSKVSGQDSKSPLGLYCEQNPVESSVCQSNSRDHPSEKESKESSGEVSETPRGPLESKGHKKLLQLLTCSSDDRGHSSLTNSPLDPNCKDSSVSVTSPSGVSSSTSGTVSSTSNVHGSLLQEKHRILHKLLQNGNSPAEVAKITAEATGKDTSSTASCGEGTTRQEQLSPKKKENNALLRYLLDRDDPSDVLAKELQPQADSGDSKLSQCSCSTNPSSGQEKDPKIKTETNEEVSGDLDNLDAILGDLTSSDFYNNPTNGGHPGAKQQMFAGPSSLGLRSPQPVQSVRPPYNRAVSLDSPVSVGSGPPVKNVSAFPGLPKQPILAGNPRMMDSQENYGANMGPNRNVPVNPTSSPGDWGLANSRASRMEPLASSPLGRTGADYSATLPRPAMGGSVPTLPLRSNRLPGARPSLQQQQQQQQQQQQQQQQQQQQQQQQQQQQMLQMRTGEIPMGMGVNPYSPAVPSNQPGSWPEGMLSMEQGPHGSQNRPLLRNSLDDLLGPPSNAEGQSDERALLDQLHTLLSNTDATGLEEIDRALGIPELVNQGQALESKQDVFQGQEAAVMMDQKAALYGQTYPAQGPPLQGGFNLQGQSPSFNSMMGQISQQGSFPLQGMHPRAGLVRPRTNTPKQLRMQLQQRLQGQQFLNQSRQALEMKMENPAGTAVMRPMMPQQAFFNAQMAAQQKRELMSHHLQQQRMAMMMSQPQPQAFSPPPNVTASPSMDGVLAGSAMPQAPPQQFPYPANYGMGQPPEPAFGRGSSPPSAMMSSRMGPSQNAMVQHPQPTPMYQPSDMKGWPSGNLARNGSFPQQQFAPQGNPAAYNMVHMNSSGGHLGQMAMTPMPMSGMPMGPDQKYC
SUMO HTRF inh: blocks human SUMOylation mediated by UBC9. P63279. HTRF SUMOylation assay, SAE1/SAE2 + UBC9, in vitro. inhibition, % at 35 µM. 0.36% of 290,000 active. AID 2006; in the data active means inhibition above about 50%, passing the limit was not always enough; further: strong numbers were not always called active
DNA FID counter: fluorescent intercalator displacement, NS3 helicase counter-screen; 0.17% of 290,000 active; DNA fluorescent intercalator displacement, fluorescence; inhibition, % at 7.9 µM; AID 1845; in the data active means inhibition above about 37%;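 further: 0% = vehicle and 100% = reference compound; higher means more ethidium bromide displaced from hairpin DNA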
HCV NS3 hel inh: blocks Hepatitis C virus NS3 helicase unwinding; NS3 helicase DNA unwinding, Cy5 molecular beacon fluorescence; AID 1800; 0.56% of 290,000 active; inhibition, % at 10.9 µM;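 active means inhibition above the mean of all tested compounds plus 3 SD, set per campaign, cut at about 35% in these data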;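 further: 0% = DMSO wells and 100% = thioflavine S control wells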
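Assay system – hepatitis C virus NS3 helicase domain fragment enzyme · Buffer or medium – MOPS pH 6.5, MgCl2, DTT, Tween20, BSA · Reagent – Cy5/quencher beacon DNA duplex and ATP to start · Compound – single 10.9 µM dose · Timing – 1 h at 25 °C · Technique – Cy5 beacon fluorescence read at start and 1 h · Measure – % inhibition of unwinding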
M18AAP inhibitor: PfM18AAP enzyme inhibition. inhibition, % at 7.35 µM. 1.2% of 290,000 active. recombinant PfM18AAP, H-Glu-NHMec fluorogenic cleavage;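 active means inhibition above the campaign mean inhibition over all tested compounds plus 3 SD, cut at about 28% in these data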;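 further: 0% = plate median of test compound wells and 100% = 2 mM ZnCl2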
VIM-2 inhibitor: blocks Pseudomonas aeruginosa VIM-2 metallo-beta-lactamase; purified VIM-2, nitrocefin hydrolysis, epi-absorbance fluorescence; AID 1527; 0.89% of 290,000 active; inhibition, % at 5.6 µM;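 active means inhibition above the mean of all tested compounds plus 3 SD, cutoff set per screening run, cut at about 7.5% in these data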;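 further: red hydrolysis product quenches plate fluorescence so inhibitors raise well fluorescence; 0% = enzyme with DMSO and 100% = DMSO without enzyme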
IDE act: activators of human insulin-degrading enzyme in cells | P14735 | HEK cells, FAbeta-B cleavage, fluorescence polarization; 0% vehicle, 100% cell-free pure enzyme wells | activation, % at 5.96 µM | 0.073% of 340,000 active | AID 493087;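 active means activation above the mean of all tested compounds plus 3 SD, set per screening campaign, cut at about 17% in these data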
IMP-1 inh: blocks Pseudomonas aeruginosa IMP-1 metallo-beta-lactamase | purified IMP-1, nitrocefin hydrolysis, epi-absorbance fluorescence | inhibition, % at 5.6 µM | 0.45% of 290,000 active;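 active means inhibition above the mean plus 3 SD of all compounds in the same screening run, cut at about 4.5% in these data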;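 further: 0% = IMP-1 with DMSO and 100% = DMSO wells lacking enzyme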
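assay system = purified recombinant IMP-1 metallo-beta-lactamase enzyme | schedule = 15 min preincubation plus 25 min reaction at 25 °C | signal = Epi-absorbance fluorescence, 480 nm excitation, 530 nm emission | read-out basis = percent inhibition from optical density relative to buffer-blank wells | controls = IMP-1 with DMSO as 0%, enzyme-free DMSO as 100%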
The depositor's hits bear a star; · = no result given.

1: CC(C)[C@H](NC(=O)[C@@H]1Cc2c([nH]c3ccccc23)C2c3ccccc3C(=O)N21)C(=O)NCC1CCCO1 (stereo not given in full)
2: Cn1c(=O)n(Cc2ccccc2)c(=O)c2c1nc1n2CCS1
3: CCN(CC)P(=O)(Nc1ccc(Br)cc1)c1c(C)nn(CCC#N)c1NC(=O)c1ccc(Cl)cc1 (stereo not given)
4: Cc1cc(=O)oc2cc(O)c(N=Nc3ccccc3)cc12
5: CCOC(=O)c1c(C)[nH]c(C)c1S(=O)(=O)N1CCN(c2ccc([N+](=O)[O-])cc2)CC1
6: Cc1cccc(NC(=O)C(=O)NCCCN2CCOCC2)c1
7: O=C1C2C3C=CC(CC3)C2C(=O)N1c1ccccc1 (stereo not given)
8: COc1ccc(-n2ncc3c2CC(C)(C)CC3NC(=O)c2ccnn2C)cc1 (stereo not given)

assay / entry	1	2	3	4	5	6	7	8
HCV NS3 hel inh	-4.4	-0.3	-4.6	-2.1	-13.5	-4.3	1.1	-5.2
IDE act	2.4	0.9	0.6	-0.1	5.9	-2.7	3.5	-1.6
VIM-2 inhibitor	-0.2	-0.7	-2.7	-0.1	-0.5	2.8	-2.2	-2.6
IDE cell inh	6.7	-6.1	0.2	6.8	-0.7	7.3	·	1.6
SUMO HTRF inh	5.9	2.9	0.2	0.8	18.9	7.5	0.4	-3.8
pCIP destab	0.4	2.8	-13.7	7.8	1.8	3.6	-1.0	-7.5
DNA FID counter	-27.2	0.7	-42.5	2.8	-11.4	1.5	-4.1	-49.5
M18AAP inhibitor	4.3	9.4	4.2	-2.2	-15.1	-10.6	5.0	0.2
IMP-1 inh	-1.2	1.0	-3.1	1.6	-1.8	-2.2	-4.5	-1.3

9: CCN1CCc2c(sc(NC(=O)c3cc4ccccc4cc3OC)c2C(N)=O)C1
10: Cc1csc(SCC(=O)Nc2cc(C(C)(C)C)nn2-c2ccccc2)n1
11: O=C(Cn1nnc(-c2ccccc2F)n1)NCc1ccco1
12: CCOC(=O)c1csc(NC(=O)CSc2nnnn2-c2ccc3c(c2)OCCO3)n1
13: O=C1CSC(c2ccccc2)N1c1ccc([N+](=O)[O-])cc1 (stereo not given)
14: Cc1ccccc1N1Cc2ccccc2C1
15: CS(=O)(=O)CCSc1ncccc1C(=O)NCc1cccs1
16: O=C(O)c1ccc(SCc2cnc(Cl)s2)cc1

assay / entry	9	10	11	12	13	14	15	16
HCV NS3 hel inh	-41.5	-13.9	3.0	-0.8	-4.0	3.5	-5.1	1.5
IDE act	-2.9	3.3	1.9	6.1	0.1	0.9	·	4.5
VIM-2 inhibitor	5.0	-1.4	-2.5	-2.7	1.5	0.3	-2.3	-0.5
IDE cell inh	1.5	4.5	7.2	6.9	-4.7	-1.6	-2.0	-2.3
SUMO HTRF inh	18.3	15.1	9.2	10.0	3.7	0.1	0.8	-8.4
pCIP destab	-3.9	-6.3	-1.8	-16.6	-1.7	-2.2	5.8	1.7
DNA FID counter	33.7	-20.9	-1.2	-5.0	-0.1	-0.1	-1.1	-4.0
M18AAP inhibitor	2.1	-2.0	13.5	-0.3	-6.0	3.7	7.6	7.7
IMP-1 inh	2.1	-1.1	-2.8	1.6	2.2	1.0	-3.4	-1.9

17: COCCNC(=S)N1CCN(c2cccc(C)c2C)CC1
18: CCCn1nc(C(=O)OCC(=O)c2ccccc2)c2ccccc2c1=O
19: COc1cccc(C(=O)Nc2sc3c(c2C(=O)O)CCCC3)c1
20: CC(=O)c1ccc(N(CC(=O)NC2CCCCC2)C(=O)CNC(=O)c2ccco2)cc1
21: COc1ccc(CN2CCC(n3nccc3NC(=O)CCOc3ccccc3)CC2)cc1C
22: O=C(Nc1ccccc1N1CCOCC1)C1CCN(S(=O)(=O)c2cccc(C(F)(F)F)c2)CC1
23: C/C=C/c1ccc(OCC(=O)OCc2csc(CC(=O)Nc3ccccc3C)n2)c(OC)c1
24: CC(C)(C)OC(=O)N1CCOCCOCCN(C(=O)OC(C)(C)C)CCOCCOCC1

assay / entry	17	18	19	20	21	22	23	24
HCV NS3 hel inh	-5.2	0.8	33.7	-3.0	-31.6	3.3	-1.1	4.3
IDE act	6.2	-0.9	2.9	4.0	3.4	4.1	1.4	0.1
VIM-2 inhibitor	-0.5	0.5	0.5	-1.6	-1.5	3.3	-0.8	-3.7
IDE cell inh	0.2	1.9	·	-2.5	-1.4	1.6	4.3	4.8
SUMO HTRF inh	-5.0	10.6	7.8	-2.2	17.8	-6.0	0.2	6.6
pCIP destab	10.9	-2.9	1.9	3.1	9.0	-7.9	8.2	-2.3
DNA FID counter	-16.9	-25.1	-15.6	-10.4	13.8	-33.7	-18.6	-38.6
M18AAP inhibitor	-15.5	6.4	3.9	-0.8	2.2	1.1	3.2	-5.7
IMP-1 inh	-0.7	-3.7	-0.1	-1.7	-1.3	-0.2	-1.4	-2.3

Looked up above.
For VIM-2 inhibitor, CC(C)[C@H](NC(=O)[C@@H]1Cc2c([nH]c3ccccc23)C2c3ccccc3C(=O)N21)C(=O)NCC1CCCO1 (stereo not given in full) has the entry -0.2
For IDE cell inh, CCN1CCc2c(sc(NC(=O)c3cc4ccccc4cc3OC)c2C(N)=O)C1 has the entry 1.5

Next records follow:
25: COc1ccccc1NC(=O)Cn1cc(C#N)c2ccccc21
26: Nc1nc(N2CCOCC2)nc2ccccc12
27: CCOc1ccc(C(=O)Nc2ccc3c(c2)OCCO3)cc1OC
28: Cc1ccc2c(CN3CCN(Cc4ccccc4)CC3)cc(=O)oc2c1

assay / entry	25	26	27	28
HCV NS3 hel inh	2.1	19.2	5.5	-24.0
IDE act	1.6	3.1	2.0	-2.8
VIM-2 inhibitor	-2.0	-2.4	0.0	4.9
IDE cell inh	-3.7	3.1	-0.5	3.6
SUMO HTRF inh	7.6	14.5	22.7	8.5
pCIP destab	-1.3	0.1	-18.0	-1.9
DNA FID counter	0.2	-2.0	-10.9	-0.7
M18AAP inhibitor	3.0	6.3	-4.2	-13.4
IMP-1 inh	-3.4	-0.7	-3.5	-0.1

Compounds shown so far that contain an aryl methoxy group (7):
8: COc1ccc(-n2ncc3c2CC(C)(C)CC3NC(=O)c2ccnn2C)cc1 (stereo not given)
9: CCN1CCc2c(sc(NC(=O)c3cc4ccccc4cc3OC)c2C(N)=O)C1
19: COc1cccc(C(=O)Nc2sc3c(c2C(=O)O)CCCC3)c1
21: COc1ccc(CN2CCC(n3nccc3NC(=O)CCOc3ccccc3)CC2)cc1C
23: C/C=C/c1ccc(OCC(=O)OCc2csc(CC(=O)Nc3ccccc3C)n2)c(OC)c1
25: COc1ccccc1NC(=O)Cn1cc(C#N)c2ccccc21
27: CCOc1ccc(C(=O)Nc2ccc3c(c2)OCCO3)cc1OC

assay / entry	8	9	19	21	23	25	27
HCV NS3 hel inh	-5.2	-41.5	33.7	-31.6	-1.1	2.1	5.5
IDE act	-1.6	-2.9	2.9	3.4	1.4	1.6	2.0
VIM-2 inhibitor	-2.6	5.0	0.5	-1.5	-0.8	-2.0	0.0
IDE cell inh	1.6	1.5	·	-1.4	4.3	-3.7	-0.5
SUMO HTRF inh	-3.8	18.3	7.8	17.8	0.2	7.6	22.7
pCIP destab	-7.5	-3.9	1.9	9.0	8.2	-1.3	-18.0
DNA FID counter	-49.5	33.7	-15.6	13.8	-18.6	0.2	-10.9
M18AAP inhibitor	0.2	2.1	3.9	2.2	3.2	3.0	-4.2
IMP-1 inh	-1.3	2.1	-0.1	-1.3	-1.4	-3.4	-3.5

Compounds as they come. Share with any hit: about 3.6%.
